CHT PAM – allosterically activates the human high affinity choline transporter | Q9GZV3 | CHT-expressing cells, membrane potential dye, choline EC20; active compounds read high; LV-AA mutant CHT in HEK293 cells | B-score at 10 µM | 0.49% of 310,000 active | AID 488977;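 active = initial fluorescence not abnormally high and integrated response B-score, plate-corrected, over 3 SD above library mean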
Target sequence (Q9GZV3 whole entry, looked up): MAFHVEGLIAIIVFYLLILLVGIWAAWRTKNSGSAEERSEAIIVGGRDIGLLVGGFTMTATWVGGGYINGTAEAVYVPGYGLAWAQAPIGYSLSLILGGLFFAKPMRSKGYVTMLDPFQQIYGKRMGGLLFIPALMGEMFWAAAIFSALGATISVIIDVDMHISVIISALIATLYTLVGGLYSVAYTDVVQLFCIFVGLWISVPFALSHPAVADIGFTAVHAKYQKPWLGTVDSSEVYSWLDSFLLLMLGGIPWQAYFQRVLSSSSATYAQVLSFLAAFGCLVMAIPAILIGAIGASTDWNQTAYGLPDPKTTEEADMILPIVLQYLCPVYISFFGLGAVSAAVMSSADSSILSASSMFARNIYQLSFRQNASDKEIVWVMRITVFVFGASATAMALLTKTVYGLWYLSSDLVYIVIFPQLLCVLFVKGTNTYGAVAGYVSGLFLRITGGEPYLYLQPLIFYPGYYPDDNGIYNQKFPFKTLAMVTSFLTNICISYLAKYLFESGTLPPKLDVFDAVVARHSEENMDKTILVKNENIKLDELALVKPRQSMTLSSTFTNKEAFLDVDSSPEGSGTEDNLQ
OX1R antag – blocks the human orexin 1 receptor. O43613. 0.43% of 330,000 active. CHO/OX1R cells, Fluo-8 calcium fluorescence, orexin A. inhibition, % at 5 µM;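 active = inhibition above its plate's threshold, mean inhibition of all tested compounds on the plate plus 3 SD, cut at about 37% in these data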;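 note: 0% = orexin A challenge wells and 100% = SB-334867-A antagonist wells; not every result past the cut was called active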
Target sequence (O43613 whole entry, looked up): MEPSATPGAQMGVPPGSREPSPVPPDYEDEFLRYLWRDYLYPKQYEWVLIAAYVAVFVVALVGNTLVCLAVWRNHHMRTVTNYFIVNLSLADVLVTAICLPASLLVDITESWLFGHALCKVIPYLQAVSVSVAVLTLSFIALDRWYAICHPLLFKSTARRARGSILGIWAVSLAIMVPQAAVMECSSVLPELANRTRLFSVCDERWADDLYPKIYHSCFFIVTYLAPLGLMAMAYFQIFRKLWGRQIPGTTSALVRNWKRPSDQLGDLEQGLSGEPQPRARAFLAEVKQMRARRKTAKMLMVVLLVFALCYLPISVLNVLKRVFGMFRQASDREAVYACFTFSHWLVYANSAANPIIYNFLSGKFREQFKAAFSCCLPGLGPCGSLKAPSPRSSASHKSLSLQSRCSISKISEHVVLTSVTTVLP
Active calls of the source: *; i = inactive; · = not tested or not shown; & = joins results of further samples.

mol | CHT PAM | OX1R antag
Cc1ccnc(NS(=O)(=O)c2ccc(NC(=O)c3ccc(Br)o3)cc2)n1 | i | -13.8
CCC(Oc1ccccc1)C(=O)N1CCN(CC)CC1 (stereo not given) | i | -11.9
O=C(COC(=O)c1ccccc1F)Nc1cccnc1Cl | i | -14.4
COc1ccc(Cl)cc1C(=O)CSc1nnnn1C | i | -6.5
COCC(=O)N/N=C/c1c(C)[nH]n(-c2ccccc2)c1=O | i | -5.7
CC1(C)NC(=O)N(CC(=O)N2CCCC(C(F)(F)F)C2)C1=O (stereo not given) | i | -6.0
COc1ccc(-c2nnsc2N2C(=O)c3ccccc3C2=O)cc1 | i | -0.2
CCCn1c(CCC(=O)O)ccc1-c1ccc(OC)cc1 | i | -28.4

mol | CHT PAM | OX1R antag
CCOC(=O)CSc1nc(-c2ccncc2)ccc1C#N | i | -19.6
COC(=O)c1sc(-c2cccs2)cc1NC(=O)/C=C/C(=O)O | i | 1.4
O=C(COc1ccccc1Cl)Nc1ccc(N2CCCC2)cc1 | i | 12.9
CC(C)CN(C(=O)COC(=O)Cc1ccc(Cl)cc1)c1c(N)n(Cc2ccccc2)c(=O)[nH]c1=O | i | -25.9
COCCCNC(=O)/C(C#N)=c1\s/c(=C\c2ccccc2OC(F)F)c(=O)n1CCCOC | i | -7.1
Cc1c(S(=O)(=O)N2CCCC(C(=O)O)C2)cnn1C (stereo not given) | i | -3.1
CCOc1ccc(NC(=S)NN(C)C(=S)Nc2ccc(OCC)cc2)cc1 | i | -24.5
O=C(NNc1ccccc1)Nc1ccccc1F | i | -10.8

mol | CHT PAM | OX1R antag
COc1ccc(-c2[nH]ncc2CN2CCC(OCc3cccnc3)CC2)c(F)c1 | i | -16.7
CCC1(C)Cc2ccccc2/C(=C/C(=O)N2CCCCC2)N1 (stereo not given) | i | -41.4
CN(c1ccc(C(=O)N2CCOCC2)cc1)S(=O)(=O)c1ccc(Cl)cc1 | i | -15.8
CCC/C=N/Nc1nc2ccccc2s1 | i | -7.9
CNC(=S)NC1(C)CCS(=O)(=O)C1 (stereo not given) | i | -12.9
Cc1ccc(NNC(=O)c2ccno2)cc1C | i | -1.9
CN(C)C(CNC(=O)Cc1cccc(C(F)(F)F)c1)c1ccco1 (stereo not given) | i | -20.2
CCS(=O)(=O)c1nnnn1-c1ccccc1S(C)(=O)=O | i | -7.8

mol | CHT PAM | OX1R antag
O=C(CC1OC(=O)c2ccccc21)NNC(=O)c1ccc(F)cc1 (stereo not given) | · | -14.2
CCc1cc2c(=O)c(-c3nc(C)cs3)coc2cc1OC(C)C(=O)NCCO (stereo not given) | i | -3.5
Cn1c(CNc2ccc(Cl)cc2)nc2ccccc21 | i | -18.0
CCOc1ccc2nc(SCc3ccccc3C#N)sc2c1 | i | -14.7
O=C(Nc1ccnc(-c2ccncc2)n1)C1CC1 | i | 2.9
Cc1nnc(NC(=O)C(C)Sc2nnc(-c3ccco3)n2C(C)C)s1 (stereo not given) | i | -18.8
CCOc1ccccc1NC(=O)COC(=O)c1cc(C(=O)OC)cc([N+](=O)[O-])c1 | i | -10.6
COc1cc(/C=C2\SC(=S)N(CCC(=O)Nc3ccccc3O)C2=O)cc(OC)c1OC | i | -11.1

The list goes on, starting with the last three of the part before.
mol | CHT PAM | OX1R antag
Cc1nnc(NC(=O)C(C)Sc2nnc(-c3ccco3)n2C(C)C)s1 (stereo not given) | i | -18.8
CCOc1ccccc1NC(=O)COC(=O)c1cc(C(=O)OC)cc([N+](=O)[O-])c1 | i | -10.6
COc1cc(/C=C2\SC(=S)N(CCC(=O)Nc3ccccc3O)C2=O)cc(OC)c1OC | i | -11.1
O=C(NCC1CCCO1)c1ccc(COc2ccc(Br)cc2)cc1 (stereo not given) | i | -4.1
COCCCNC(=O)/C(C#N)=C/c1c(N2CCN(c3ccccc3)CC2)nc2ccccn2c1=O | i | -29.7
O=C(Nc1cccc(-c2ccc(F)cc2)c1)C1CCCN(Cc2cccnc2)C1 (stereo not given) | i | -54.3
COc1ccc(CNC(=O)CSc2nc3ccc(N)cc3s2)cc1 | i | -12.8
O=C(Nc1ccc(Cl)cc1)Nc1nnc(SCc2ccc(Cl)cc2)s1 | i | 5.0
CCOC(=O)c1c(-c2ccccc2)oc2ccc(OCC(=O)O)cc12 | i | -12.2
O=C(Nc1ccc(N2CCOCC2)c(S(=O)(=O)Nc2ccc(Cl)cc2)c1)c1ccc(=O)[nH]n1 | · | -20.4
Cc1ccc(/C=C/c2nnc(-c3cccc(C)c3)o2)cc1 | i | -13.4

mol | CHT PAM | OX1R antag
Cc1n(CC(O)COCc2ccccc2)c2ccccc2[n+]1C (stereo not given) | i | 0.2
Cc1cccc(C(C)C)c1NC(=O)COC(=O)c1cccc(S(=O)(=O)N2CCc3ccccc3C2)c1 | i | -10.5
OCCN(CCO)CC(O)COc1ccc(Br)cc1 (stereo not given) | i | -3.3&-14.4
CCC(C)NC(=O)CO/N=C/c1ccccc1OC(F)F (stereo not given) | i | -41.5
CC1(C)CC(NC(=O)c2cc(S(=O)(=O)N3CCOCC3)ccc2Cl)CC(C)(C)N1 | · | -12.9
CCOC(=O)C1CCCCN1Cc1cc(Cl)ccc1O (stereo not given) | i | -43.8
CC(C)c1cc(NCc2ccccn2)n2c(nc3ccccc32)c1C#N | i | -23.1
CS(=O)(=O)N1CCN(c2ccccc2F)CC1 | i | -12.4

The last 3 compounds of the section above open the next one:
mol | CHT PAM | OX1R antag
CCOC(=O)C1CCCCN1Cc1cc(Cl)ccc1O (stereo not given) | i | -43.8
CC(C)c1cc(NCc2ccccn2)n2c(nc3ccccc32)c1C#N | i | -23.1
CS(=O)(=O)N1CCN(c2ccccc2F)CC1 | i | -12.4
Clc1ccc2[nH]c(-c3ccccc3)cc2c1 | i | 0.2
CCCCNC(=S)N(C)N=C1CCC(c2ccccc2)CC1 (stereo not given) | i | -4.7
COC(=O)C1CCN(C(=O)CN2C(=O)NC(CC(C)C)C2=O)CC1 (stereo not given) | · | 7.6
CCOc1ccc(N(C)S(=O)(=O)c2cc(-c3cc(C)no3)ccc2OC)cc1 | i | -18.9
Cc1cccc(NC2=NCC(=O)N2CCc2ccccc2)c1 | i | -16.2
CC(=O)N1CCOc2ccc(S(=O)(=O)N3CCC(C(=O)NCc4ccc(C)cc4)CC3)cc21 | i | -13.7
Cn1nccc1C(=O)NC(=S)Nc1sc2c(c1C#N)CCCCC2 | i | -34.4
CCOc1ccc(-c2cn(S(=O)(=O)c3cccc4nsnc34)nc2N)cc1 | i | -20.6

mol | CHT PAM | OX1R antag
COC(=O)C1C(c2ccc(OC)cc2)NC(=O)NC1(O)C(F)(F)Cl (stereo not given) | i | -6.7
CC(C)Cn1c(N)c(C(=O)CSc2nc3ccccc3n2C)c(=O)n(C)c1=O | i | -14.0
COc1ccccc1-n1cc2ccc([N+](=O)[O-])cc2n1 | i | -19.2
O=C(C[n+]1cccc(NC(=O)c2ccccc2)c1)c1cccc([N+](=O)[O-])c1 | i | 12.9
COc1ccc(Oc2cccc(Cl)c2CNC(=O)CCC(=O)O)cc1 | i | 3.6
Cc1cc2ccccc2nc1SCC(=O)N1CCCC1 | i | -37.1
Cc1ccc(S(=O)(=O)N2CCC(C(=O)Nc3cccnc3)CC2)cc1 | · | -24.4
COc1ccc2[nH]c3c(c2c1)CCN1C(=O)C(CC(=O)NCCN2CCOCC2)C[C@H](C(=O)N2CCOCC2)[C@@]31C (stereo not given in full) | · | -7.6

mol | CHT PAM | OX1R antag
CCc1c(C)c(C#N)c2nc3ccccc3n2c1N1CCN(c2cc(C)ccn2)CC1 | i | -23.6
Cc1cccc(N2CCN(c3ccc(N4C(=O)CCCC4=O)cc3[N+](=O)[O-])CC2)c1C | i | -11.5
C[C@H](CO)N1C[C@H](C)[C@@H](CN(C)Cc2ccc(C(=O)O)cc2)Oc2c(NS(=O)(=O)c3ccccc3)cccc2C1=O | · | -13.2
O=C(NC1CCCC1)c1cc2c(=O)n3ccccc3nc2s1 | · | -22.6
Cc1c(C(=O)NN)[nH]c2ccc([N+](=O)[O-])cc12 | i | 1.7
CC1(c2ccc(Cl)cc2)NC(=O)N(CC(=O)N2CCc3ccccc32)C1=O (stereo not given) | · | 21.0
Cc1cnc(C(=O)Nc2ccccc2-c2ccc(C)o2)cn1 | i | -21.7
Cc1coc2c1c(C)cc1oc(=O)c(CC(=O)NCC(=O)N[C@H](C(=O)O)C(C)C)c(C)c12 | i | 2.4

mol | CHT PAM | OX1R antag
O=C(CNS(=O)(=O)c1ccccc1)N/N=C/c1ccncc1 | · | -5.4
Clc1c(CSc2nc3ccccc3o2)nc2ccccn12 | i | -28.0
CC1CC(C)CN(S(=O)(=O)c2ccccc2[N+](=O)[O-])C1 (stereo not given) | i | 0.4
Clc1ccccc1Cc1noc(CN2CCCCC2CCc2ccccn2)n1 (stereo not given) | i | -22.1
Nc1c(C(=O)c2cccs2)sc2nsc(SCCN3CCCCC3)c12 | i | 29.5
Cn1c(=O)c2c(nc(N/N=C/c3cccnc3)n2Cc2ccccc2)n(C)c1=O | i | -37.5
CCOc1ccc2oc(C(=O)Nc3ccc(N4CCOCC4)cc3)c(C)c2c1 | i | -28.6
Cc1cc(NC(=O)c2cc(-c3ccco3)on2)no1 | i | -3.6

mol | CHT PAM | OX1R antag
CC(=O)N/C(=C\c1ccccc1)C(=O)OCc1ccc(C)cc1 | i | -13.8
CN(C(=O)COC(=O)c1ccc(S(=O)(=O)N2CCOCC2)cc1)c1ccccc1 | · | -18.3
O=C(COC(=O)C1(c2ccccc2)CC1)N1CCN(c2ccc(F)cc2)CC1 | i | -17.1
COc1ccc(NC(=O)C(c2ccccc2)N(C)C(=O)c2cnccn2)cc1 (stereo not given) | i | -24.7
CCn1ccnc1C(O)c1cccc2ccccc12 (stereo not given) | i | ·
COc1ccccc1OCCC(=O)Nc1nc(C)cs1 | i | -17.4
O=c1oc(-c2ccc(Br)cc2)nc2ccccc12 | i | -6.0
FC(F)(F)c1cc(-c2cccs2)nc2ncnn12 | i | -6.0

mol | CHT PAM | OX1R antag
Cc1nonc1C1CCCN1Cc1nc(-c2ccccc2Cl)oc1C (stereo not given) | i | -29.7
COC(=O)c1c(-c2ccc(C)cc2)csc1N | i | -4.9
Cc1cccc(C(=O)NC2CCN(CC(=O)N3CCOCC3)CC2)c1 | i | 12.6
CC(=O)c1ccc(NS(=O)(=O)c2ccc(-c3cnc(C4CC4)o3)cc2)cc1 | i | -23.3
CC(NC(=O)c1cc(-c2ccncc2)nc2ccc(Br)cc12)C1CCCO1 (stereo not given) | i | -29.8
COc1ccc([N+](=O)[O-])cc1NC(=O)c1cn(-c2ccc(C)c(C)c2)c(=O)c2ccccc12 | i | -26.4
CCc1ccc(Cn2nnc(C(=O)Nc3cccc(C)c3)c2N)cc1 | i | 3.2
Cc1ccc(C(=O)C(C)OC(=O)Cc2n[nH]c(=O)c3ccccc23)cc1C (stereo not given) | i | -17.4

mol | CHT PAM | OX1R antag
CCc1ccc2nc(N(CCN(C)C)C(=O)c3ccc4ccccc4c3)sc2c1 | i | -15.7
O=C(N/N=C/c1ccc[nH]1)c1ccncc1 | i | -7.8
CCOC(=O)C1CCN(C(=O)C2CCN(S(=O)(=O)N3CCC4(CC3)OCCO4)CC2)CC1 | i | -12.2
O=C(N/N=C/c1cn(-c2ccccc2)nc1-c1cc2ccccc2o1)c1ccccc1Br | i | -4.8
Cc1ccc2c(CN3CCN(CCO)CC3)cc(=O)oc2c1C | 8.9* | -26.1
O=C(Cc1cccs1)NCc1cccc(CNC(=O)Cc2cccs2)c1 | i | -13.3
CCCCn1c(N)c(N(CCOC)C(=O)CSCc2c(C)noc2C)c(=O)[nH]c1=O | i | -9.5
COc1ccccc1N=C1SC(C(=O)Nc2cccc(Cl)c2Cl)C(N)=C1C(N)=O (stereo not given) | i | 10.7

mol | CHT PAM | OX1R antag
COC(=O)c1c(NC(=O)CC2Nc3ccccc3NC2=O)sc(C)c1C (stereo not given) | i | -22.8
COc1ccc(N2C(=O)[C@@H]3[C@H](C2=O)[C@H]2c4ccccc4C=CN2[C@@H]3C(C)=O)cc1 | i | -13.6
CCOc1ccc(NC(=O)CN2CCN(CC(=O)Nc3ccc(F)c(F)c3)CC2)cc1 | i | -26.0
COc1ccc(-c2c([C@H]3[C@H]4C=CC[C@@H](C)[C@@H]4C(=O)N3Cc3ccccc3)ccc3ccccc23)cc1 | i | -62.0
CN(Cc1ccccc1)c1nc2c(c(=O)[nH]c(=O)n2C)n1CCSc1nc2ccccc2[nH]1 | i | -37.4
Cc1ccc(S(=O)(=O)N2CCC(C(=O)N3CCC3)CC2)cc1 | i | 1.5
CCOC(=O)c1sc(=NC(=O)c2ccc(OC(C)C)cc2)n(C)c1C | i | -16.6
CCOC(=O)N1CCC(NC(=O)c2cnc3n(c2=O)CCS3)CC1 | i | -14.6

mol | CHT PAM | OX1R antag
CN(C)Cc1nc2ccccc2c(=O)n1Cc1nc(-c2cccc([N+](=O)[O-])c2)cs1 | i | -18.0
CCC(C)(C)NC(=O)C(c1ccco1)N(C(=O)CNC(=O)c1cccs1)c1cccnc1 (stereo not given) | i | -25.1
CCCCN(C(C)=O)c1ccc(S(=O)(=O)NC2=NCCCCC2)cc1NC(C)=O | · | -2.2
COc1ccc(S(=O)(=O)Cc2ccccc2)cc1N | i | -5.1
CC(C)C[C@@H](C(=O)NC1CC1)N1C(=O)N2CCc3c([nH]c4ccccc34)[C@@]2(C)C1=O | i | -17.9
Cn1nnnc1Sc1ncnc2scc(-c3ccsc3)c12 | · | -14.4
CN(C(=O)COC(=O)COc1ccc(Cl)cc1)C1CCCCC1 | i | -9.7
O=C(NCCCn1ccnc1)C(=O)NCC1OCCN1S(=O)(=O)c1cc(F)ccc1F (stereo not given) | i | -6.2
CN(C)c1ccc(NC(=O)CSc2nc(N)c(C(=O)Nc3ccc(N(C)C)cc3)s2)cc1 | i | -4.7
CCCC(C)C(=O)N(Cc1ccccc1)c1ccccn1 (stereo not given) | i | -15.0

Screening results as filed in PubChem BioAssay.
